Screening data (PubChem)
Vif-A3F inh: inhibitors of Vif-A3F interaction. HeLa A3F-eYFP + Vif (tagged APOBEC3F with the HIV-1 protein that degrades it), YFP fluorescence increase. 390,000 tested, 0.2% active. Potency, µM (series often up to 46.1 µM), for the others: at the highest dose activity, negative = active. AID 602313; further: potency means the concentration at half of the fitted maximal effect; % of control where 0% means no effect; nearly all actives have a fitted effect of over 65% in size
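HeLa cells stably expressing A3F-eYFP plus Vif, plated and incubated overnight at 37 deg C, then exposed to compounds overnight at 37 deg C. Blocked degradation read as raised yellow fluorescence (Ex 488/Em 500-530).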
GRP78 ERSR act: ER stress response induction in glioma; U87-MG GRP78 promoter luciferase reporter, 16 h; Potency, µM, for the others: at the highest dose activation, hits mostly activators; 420,000 tested, 0.02% active; AID 602332; further: potency means the concentration at half of the fitted maximal effect; series mostly up to about 76 µM; % of control where 0% means no effect; nearly all actives have a fitted effect of over 35% in size
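Stably transfected U87-MG human glioma cells carrying a GRP78-based luminescent sensor were seeded at 1000 cells/well, pin-dosed with compounds and incubated 16 h. Luciferase reagent was then added, and end-point luminescence was read after 10 min at room temperature.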
ALOX12 inh: inhibitors of human 12S-lipoxygenase ALOX12; purified 12hLO, xylenol orange hydroperoxide absorbance; Potency, µM (series often up to 108 µM), for the others: top-dose activity change, negative = inhibition, most hits filed as inhibitors; 580,000 tested, 1.1% active; further: potency means the concentration at half of the fitted maximal effect; on the % scale 0 is the no-effect control and ±100 the full control effect
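Purified human 12hLO at 150 nM in 25 mM Hepes, 0.01% Triton X-100, pH 7.0, preincubated 15 min at room temperature with compound. Reaction started with 40 uM arachidonic acid, 30 min at room temperature. Hydroperoxide measured by Fe-xylenol orange, 573/405 nm absorbance ratio.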
LDHA block: LDHA (human) enzyme inhibition; P00338; purified LDHA, NADH/diaphorase-resazurin fluorescence; active compounds read low; activity change, % (values are at about 110 or 230 µM); 480,000 tested, 0.15% active; AID 1347041; in the data active means activity change below about -30%; inconclusive means mostly about -25% to -30%;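 further: plate controls were DMSO wells for no effect and wells without enzyme for full effect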
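Remaining NADH was detected by diaphorase (0.133 mg/mL) converting 37 µM resazurin to fluorescent resorufin, read at 0 and 20 minutes. The preceding 5-minute room-temperature reaction used 2 nM LDHA, 0.2 mM sodium pyruvate and 0.06 mM NADH at pH 7.4.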
ERG Ets-DNA blk: ERG Ets/DNA interaction inhibition; P11308; fluorescence polarization, His-ERG Ets domain / labelled DNA; Potency, µM (titrated, usually from 76.9 µM), for inactives: top-dose FP activity, negative = inhibition, usual class: inhibitors; 370,000 tested, 0.028% active; active means well fitted inhibition curve with a large enough effect in the polarisation, with a control signal flat; inconclusive means small, poorly fitted or top-dose-only effect, or effect the other way, or a change in a side signal; inactive means no such curve, though single readings can be large or run the other way; the % refers to the polarisation;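 further: polarization taken with two DNA probes labelled with fluorescein and Texas red; potency means the concentration at half of the fitted maximal effect; % of control where 0% means no effect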
Target sequence (P11308 whole entry, looked up, the tested form may be a part): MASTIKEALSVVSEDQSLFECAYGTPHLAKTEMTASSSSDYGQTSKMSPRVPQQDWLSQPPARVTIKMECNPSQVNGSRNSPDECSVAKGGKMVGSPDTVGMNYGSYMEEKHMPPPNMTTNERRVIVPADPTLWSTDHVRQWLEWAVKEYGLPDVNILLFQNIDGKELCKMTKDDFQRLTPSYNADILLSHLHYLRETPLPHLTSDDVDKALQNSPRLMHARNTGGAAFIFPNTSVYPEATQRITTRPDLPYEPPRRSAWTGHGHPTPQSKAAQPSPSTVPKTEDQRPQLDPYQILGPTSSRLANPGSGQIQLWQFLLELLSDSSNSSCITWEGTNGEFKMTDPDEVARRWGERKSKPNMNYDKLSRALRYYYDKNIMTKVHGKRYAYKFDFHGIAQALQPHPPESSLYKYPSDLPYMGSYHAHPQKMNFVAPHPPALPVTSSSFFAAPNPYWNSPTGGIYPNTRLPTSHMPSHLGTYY
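His-tagged ERG Ets domain (1 uM in the protein solution; 300mM KCl, 50mM Tris-HCl, 1mM EDTA, 1mM DTT, pH 7.5) received compound, then a probe mix of 5 nM fluorescein-DNA and 100nM Texas-615-DNA. Fluorescence polarization was read for both dyes.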
D2 antag: antagonizes the human D2 dopamine receptor; HEK293 TREx D2 cells, calcium flux, dopamine EC80; inhibition, % at 10 µM; 340,000 tested, 2% active; AID 485344; in the data active means inhibition above about 30%; further: 0% is about no effect
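Dopamine at EC80 is the agonist stimulus; test compounds precede it by 180 s. Calcium flux read kinetically in a force-coupled, inducible HEK293 T-REx D2 cell line.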
Vif-A3G inh: Vif-A3G binding inhibition; Potency, µM (doses to about 46.1 µM), for inactives: top-dose activity, negative = active, hits mostly inhibitors; Q9HC16; AID 602310; HeLa A3G-eYFP + Vif (tagged APOBEC3G with the HIV-1 protein that degrades it), YFP fluorescence, overnight; 410,000 tested, 0.076% active;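 further: potency means the concentration at half of the fitted maximal effect; on the % scale 0 is the no-effect control and ±100 the full control effect; nearly all actives have a fitted effect of over 60% in size; hits raise eYFP signal because A3G escapes Vif-driven loss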
Target sequence (Q9HC16 whole entry, looked up): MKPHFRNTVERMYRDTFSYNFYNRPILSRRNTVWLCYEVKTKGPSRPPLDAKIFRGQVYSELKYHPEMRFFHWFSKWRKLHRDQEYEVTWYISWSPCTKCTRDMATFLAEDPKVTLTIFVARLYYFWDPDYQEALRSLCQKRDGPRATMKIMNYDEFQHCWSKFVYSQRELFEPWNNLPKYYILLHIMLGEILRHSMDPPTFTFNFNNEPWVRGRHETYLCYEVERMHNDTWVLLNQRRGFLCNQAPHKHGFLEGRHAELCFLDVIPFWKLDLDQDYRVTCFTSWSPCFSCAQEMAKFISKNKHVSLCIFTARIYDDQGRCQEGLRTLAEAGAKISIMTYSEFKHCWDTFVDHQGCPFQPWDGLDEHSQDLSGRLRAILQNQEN
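HeLa cells stably expressing Vif and C-terminally eYFP-tagged A3G, seeded overnight at 37 deg C, then exposed to compound by pintool overnight at 37 deg C. Rise in yellow fluorescence (Ex 488/Em 500-530, Acumen) marks blocked Vif-driven A3G degradation.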
RGS4 inh: human RGS4 inhibition; P49798; Transcreener GDP fluorescence polarization, RGS4-accelerated GTP hydrolysis; Potency, µM (titrated, usually from 114 µM), inactives show at the highest dose activity change, negative = inhibition, actives largely listed as inhibitors; 390,000 tested, 0.039% active; AID 504845; further: potency means the concentration at half of the fitted maximal effect; on the % scale 0 is the no-effect control and ±100 the full control effect; nearly all actives have a fitted effect of over 75% in size; some results filed as inactive show a strong effect at the top dose
Target sequence (P49798 whole entry, looked up): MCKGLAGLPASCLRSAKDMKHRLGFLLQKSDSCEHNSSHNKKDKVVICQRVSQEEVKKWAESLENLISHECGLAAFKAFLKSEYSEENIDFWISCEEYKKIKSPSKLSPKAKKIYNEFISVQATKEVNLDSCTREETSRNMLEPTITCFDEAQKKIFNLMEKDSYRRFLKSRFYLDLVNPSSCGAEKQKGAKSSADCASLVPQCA
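MLSMR compounds (23 nl, pin-transferred) preincubated 10 min at room temperature with a 500nM (2x) first reagent, then RGS4 at 900nM (2x) plus Transcreener GDP mix added; fluorescence polarization (620/688 nm) read before and after 90 min at 30 °C.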
D2 ag: agonists of human D2 dopamine receptor; P14416; HEK293 T-REx D2 cells, calcium flux agonist mode; activation, % at 2 µM; 340,000 tested, 0.53% active; AID 485358;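 active means activation over 3 SD above normal in the single-dose calcium agonist read, cut at about 30% in these data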; further: 0% is about no effect
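HEK293 Trex D2 cells, tetracycline-induced, o/n 30 C 5% CO2; no-wash Ca dye, RT 30–90 min; 10-cycle baseline, 23 nl cpd added, kinetic Ca read 180 s; agonist hits = positive Ca response.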
Active calls of the source: *; ? = inconclusive; · = no result given; & = joins results of further samples; [ ] = another dose, or the depositor's remark. Unless noted, the call rests on the fitted dose curve; in most records, active means well fitted curve in the direction sought with a large enough effect; inconclusive means small, poorly fitted or top-dose-only effect, or another doubt; inactive means no such curve, though single readings can be large; an effect the other way counts as inactive or inconclusive.

SMILES	Vif-A3F inh	GRP78 ERSR act	ALOX12 inh	LDHA block	ERG Ets-DNA blk	D2 antag	Vif-A3G inh	RGS4 inh	D2 ag
COc1cc(/C=C2\SC(=O)N(c3cccc(Cl)c3)C2=O)cc([N+](=O)[O-])c1O	1%	-1%	?	7	-3%	13	4%	?	0.5
O=C(NCCNCCO)C1(C(F)(F)F)C/C(=C\CCO)CCCO1 (configuration not stated)	5%	-1%&-5%	-3%	-6	4%	·	-3%&2%	14%&-17%	·
COc1cc(NS(=O)(=O)c2ccc(N)cc2)ncn1	·	-2%&-3%	-15%[22.9 µM]	·	·	-3	·	·	0.0
CC(C)CNC(=O)C1(C)CCCN1C(=O)c1ccncc1 (configuration not stated)	·	-2%	-4%	-2	·	·	1%	·	·
COc1cc(CNC(=O)CCCC(=O)c2ccccc2)cc(OC)c1OC	-2%	-3%	0%	-3	5%	18	1%	?	12
CC(C)N1C(=O)N(c2ccccc2)C(C)(O)CC1(C)C (configuration not stated)	2%	-3%	24%	-1	-7%	0	-1%	30%	0.3
COc1cccc2c1C(=O)c1c(O)c3c(c(O)c1C2=O)CC(O)(C(=O)CO)CC3OC1CC(N(C)C)C(O)C(C)O1 (configuration not stated)	-29%	5%	-22%	26	?	·	6%	-14%	·
COc1ccc(-c2nc(CN3CCN(c4ncccn4)CC3)c(C)o2)cc1C	7%	2%	-8%	-2	-6%	1	-2%	-39%	0.5
CCOC(=O)C1=C(C)N(C[C@@H]2CC[C@@H](Cc3ccc(-c4ccccc4)cc3)O2)C(=O)NC1c1ccc(-c2ccccc2)cc1 (some centres not stated)	-3%	-2%	2%	-1	8%	·	1%	3%	·
Cc1ccc(-c2n[nH]c(=O)c3ccccc23)cc1N	-2%	-1%	0%	5	12%	-8	-1%	17%	-0.1
CCOc1ccc(-n2c(SC(C)C(=O)OC)nc3c([nH]c4ccccc43)c2=O)cc1 (configuration not stated)	-5%	-6%	-14%	2	1%	·	-1%	-24%	-5.8
Cc1ccc(C)c(S(=O)(=O)Nc2cc3c4c(c2)CCN4C(=O)CC3)c1	-1%	-1%	?	-1	0%	10	-1%	16%	0.0
CCOc1ccc(Br)cc1S(=O)(=O)NC1CC(C)(C)NC(C)(C)C1	5%	-2%	5%	1	7%	16	11%	1%	28
c1ccc(-c2ccc(CNC3CC3)cc2)cc1	-4%	9%	45%[activator]	-6	8%	-4	-3%	3%	-0.2
N#C/C(=C\c1ccc(C(=O)O)cc1)S(=O)(=O)c1cc(Br)ccc1Br	10%	1%	-21%	-2	26%	-7	0%	-24%	0.0
Cc1nc(C)c(-c2ccnc(/N=C/NO)n2)s1	24%	-4%	0%	0	5%	-2	-10%	14%	2.1
Nc1nc(SCC(=O)Nc2ccc(Cl)c([N+](=O)[O-])c2)n[nH]1	1%	-3%	8%	-4	-5%	-16	-1%	3%	-1.0
N#C/C(=C/c1ccc(N2CCOCC2)o1)c1nc2ccccc2[nH]1	?	-9%	?	14	?	-16	?	-47%	25
Cc1cc(N/N=C/c2ccc(Cl)cc2Cl)nc(NCc2ccccc2)n1	-14%	-4%	-29%	1	-1%	9	2%	-10%	-1.6
Cc1nnc(SCC(=O)Nc2ccccc2C(=O)NC2CC2)s1	3%	-2%	11%	-3	-2%	0	-1%	-33%	0.8
CC(=NCc1ccco1)c1c(C(F)(F)F)[nH]n(-c2nc3ccccc3s2)c1=O	-6%	2%	-5%	-7	6%	11	0%	-20%	0.5
COc1ccc(C(=O)C2CCCN(Cc3c(F)ccc(F)c3F)C2)c(OC)c1 (configuration not stated)	-5%	0%	?	-2	-12%	-16	-1%	8%	-0.1
Cc1ccc2cc(C(=O)O)c(C)nc2c1	-3%	-3%	?	-4	-5%	·	4%	-17%	·
O=C1CCN(C(=O)c2ccccc2)C2CCCCC12 (configuration not stated)	-8%	-2%	-28%	-1	5%	3	-1%	-31%	0.1
Cc1cccc(NS(=O)(=O)c2cc3c4c(c2)CC(=O)N4CCC3)c1C	-14%	-5%	0%	1	8%	10	1%	12%	0.2

Remaining list, next part:
SMILES	Vif-A3F inh	GRP78 ERSR act	ALOX12 inh	LDHA block	ERG Ets-DNA blk	D2 antag	Vif-A3G inh	RGS4 inh	D2 ag
CCOC(=O)CC(=O)Nc1nnc(CC(C)C)s1	6%	-4%	138%[activator]	-4	6%	-15	1%	8%	0.1
CC(OC(=O)c1cc(S(=O)(=O)N2CCOCC2)ccc1F)C(=O)NC1CCCCC1C (configuration not stated)	-17%	-5%	0%	-3	-12%	-9	0%	-8%	0.5
O=C(NCc1ccco1)c1ccccc1Nc1ccc(F)cc1	1%	2%	?	8	10%	-15	?	-44%	-0.1
CC(C)CN(C(=O)c1cccs1)C1CCS(=O)(=O)C1 (configuration not stated)	-4%	-4%	-13%	-4	-1%	12	0%	1%	0.2
Cc1ccc(C(=O)Nc2nnc(-c3ccncc3)o2)cc1	-11%	0%	1%	0	-6%	-24	-7%	-3%	-8.3
CCc1ccc(CNC(=O)C2CCN(c3nnc(C)c4c(C)n(-c5ccc(C)cc5)nc34)CC2)cc1	-22%&5%	-6%&-7%	3%	-10&0	3%&-5%	-19	-5%&-20%	21%&1%	-0.2&-0.9
CCc1ccc(-c2cc(C)no2)cc1S(=O)(=O)Nc1cc(OC)c(OC)c(OC)c1	-6%	-5%	?	5	1%	·	-4%	-22%	-1.0
Cc1ccc(SCCC(=O)NCCSCc2ccco2)cc1	1%	3%	-1%	0	3%	-3	-5%	-16%	-1.6
Cc1c(C)n2c(SCC(=O)N3CCN(c4ccccc4)CC3)nnc2[nH]c1=O	-4%	-3%	-1%	-3	-4%	-10	2%	8%	-0.2
Cc1cc(NC(=O)c2ccco2)c(=O)n(Cc2cccc(C(F)(F)F)c2)c1	-11%	2%	3%	-5	8%	7	-2%	-14%	-1.7
COc1cccc(S(=O)(=O)N(C)C[C@@H]2OCc3cnnn3CCCC(=O)N([C@H](C)CO)C[C@@H]2C)c1	-6%	-3%	6%	-9	·	·	0%	·	·
CNC(=S)N(CCc1ccc(OC)c(OC)c1)Cc1cc2c(C)cc(C)cc2[nH]c1=O	3%	-2%	-14%	-4	0%	-7	1%	-5%	-0.3
CCn1nc(C)c(NS(=O)(=O)c2ccccc2)c1C	-2%	-2%	23%	-12	·	11	1%	9%	-0.1
Cc1c(O)c(CN2CCCC2)cc2c3c(c(=O)oc12)CCC3	3%	-5%	10%	-4	-2%	0	2%	16%	11
O=C(COC(=O)c1ccc(Cl)c(S(=O)(=O)N2CCCCC2)c1)NCC1CCCO1 (configuration not stated)	1%	-1%	-4%	-7	2%	3	0%	27%	0.1
COc1cc(C(=O)NC(=S)N(C)Cc2ccccc2)cc(OC)c1OC	?	-2%	-25%	-8	6%	3	-7%	-17%	-0.2
COC(=O)c1ccc(CNC(=O)CNC(=O)c2sc3ccccc3c2Cl)cc1	-23%	-2%	?	-1	-1%	-7	-9%	3%	-0.4
CCCC(C)C(=O)NCc1ccc2c(c1)OCO2 (configuration not stated)	1%	1%	-1%	1	-2%	23	-2%	15%	0.1
CCOC(=O)C1CCN(C(=O)CN(c2ccc(OC)cc2)S(=O)(=O)c2c(C)nn(C)c2C)CC1	-1%	-5%	1%	-5	-12%	21	-3%	0%	0.6
CCC(Sc1nc2ccncc2[nH]1)C(=O)Nc1ccc(C)c(Cl)c1 (configuration not stated)	1%	-5%	2%&-8%	2&3	-2%	10	-13%	6%	-0.3
COc1ccc(NC(=O)c2cccnc2NCCc2ccccc2)cc1	-10%	0%	45µM*	-4	-10%	-10	-2%	-10%	0.9
O=[N+]([O-])c1cccc(/C([O-])=C(/C(=S)Nc2ccccc2)[n+]2ccccc2)c1	-1%	3%	-25%	4	-1%	0	1%	-17%	-2.2
CC[N+](C)(CC)CC(=O)OCC1C(C)C=C(C)CC1C (configuration not stated)	-2%	-3%	?	-22	10%	-6	0%	-9%	-0.7
Cc1nc2ccc(Br)cc2c(=O)n1Cc1cccs1	11%	-2%	-5%	0	-5%	·	-14%	29%	·
COc1ccc(OC)c(NC(=O)CCNS(=O)(=O)c2cccc3nonc23)c1	-2%	-3%	-17%	-1	-4%	1	0%	6%	0.2
CC(C)(C)c1ccc(OCCC(=O)Nc2ccc(N3CCOCC3)cc2N2CCOCC2)cc1	2%	-4%	-18%	14	9%	19	-7%	-53%	1.0
CCCCN(C)C(=O)c1ccc2c(c1)N(CC)C(=O)c1ccccc1S2=O (configuration not stated)	-4%	-1%	1%	-2	-12%	8	-1%	-17%	0.1
COc1ccc(C(CC(=O)N2CCCCC2)c2c(OC)cc(OC)c3ccc(=O)oc23)cc1 (configuration not stated)	10%	-1%&-3%	?	0	8%	·	0%&-1%	14%&-19%	·
c1ccc2c(c1)OCCc1c-2[nH]c2ccccc12	-24%	12%	?	-2	1%	-12	0%	7%	0.8

Pulled one by one from the entries so far, two records:
SMILES	Vif-A3F inh	GRP78 ERSR act	ALOX12 inh	LDHA block	ERG Ets-DNA blk	D2 antag	Vif-A3G inh	RGS4 inh	D2 ag
Cc1c(O)c(CN2CCCC2)cc2c3c(c(=O)oc12)CCC3	3%	-5%	10%	-4	-2%	0	2%	16%	11
COc1cc(C(=O)NC(=S)N(C)Cc2ccccc2)cc(OC)c1OC	?	-2%	-25%	-8	6%	3	-7%	-17%	-0.2

This is a subset. The share of hits here may be higher or lower than overall.
